# High-throughput results: PubChem, National Center for Advancing Translational Sciences (NCATS)
# Pf growth 48h = P. falciparum growth inhibition at 48 hours (one generation); P. falciparum luciferase growth in erythrocytes, 48 h; 5.9% of 310,000 active; Potency, µM (series often up to 28.7 µM), for the others: at the highest dose activity change, negative = inhibition, actives largely listed as inhibitors
#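 Luminescence readout; reporter = integrated firefly luciferase in P. falciparum. RBC culture at 2% hematocrit, 0.1% parasitemia final, 37 C/5% CO2; decreased signal taken as growth inhibition.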
# Sm TGR block = S. mansoni TGR enzyme inhibition | Q962Y6 | purified TGR, DTNB reduction, TNB absorbance 405 nm | Potency, µM (top dose mostly 114 µM), inactives show at the highest dose activity change, negative = inhibition, actives largely listed as inhibitors | 3% of 360,000 active; also: nearly all actives have a fitted effect of over 60% in size
#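 TGR 20 nM + NADPH 100 uM (dispensed conc.), cpd preinc 15 min RT; start with NADPH (500 uM addition) then DTNB (15 mM addition). Kinetic TNB absorbance, 405 nm filter. Four-parameter Hill fit across titration.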
# HCV inh = HCV inhibition; Huh7.5.1 HCVcc-Cre infection, luciferase reporter, 44 h; Potency, µM (series often up to 41.8 µM), without a hit: at the top dose activity change, negative = inhibition, usual class: inhibitors; 3.4% of 340,000 active; AID 651820
#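 Infectious HCV cell culture screen: compound-treated cells (1,000/well, pre-plated 4 h) are infected with HCVcc-Cre at roughly 0.5 moi and grown 44 h. Infection is quantified by luciferase signal after 15 min substrate incubation at room temperature.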
# TbPYK inhibitor = T. brucei pyruvate kinase inhibition; Q57TT1; TbPYK enzyme, Kinase-Glo Plus ATP luminescence, 45 min; Potency, µM (doses to about 76.8 µM), for inactives: at the highest dose activity, negative = inhibition, hits mostly inhibitors; 0.12% of 410,000 active; AID 624173; also: nearly all actives have a fitted effect of over 50% in size
#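 Screened from lowest to highest concentration, compounds were pinned into TbPYK/substrate mixtures, and ADP (130 uM final) was added. Plates sat at room temperature for 45 min prior to Kinase-Glo Plus detection by luminescence.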
# LmPK inhibitor = LmPK (Leishmania mexicana) enzyme inhibition. Potency, µM (titrated, usually from 57.5 µM), for inactives: at the top dose activity change, negative = inhibition, usual class: inhibitors. 0.37% of 290,000 active. purified LmPK, Kinase-Glo ATP luminescence, 1 h. AID 1721
# Target sequence (Q27686 whole entry, looked up): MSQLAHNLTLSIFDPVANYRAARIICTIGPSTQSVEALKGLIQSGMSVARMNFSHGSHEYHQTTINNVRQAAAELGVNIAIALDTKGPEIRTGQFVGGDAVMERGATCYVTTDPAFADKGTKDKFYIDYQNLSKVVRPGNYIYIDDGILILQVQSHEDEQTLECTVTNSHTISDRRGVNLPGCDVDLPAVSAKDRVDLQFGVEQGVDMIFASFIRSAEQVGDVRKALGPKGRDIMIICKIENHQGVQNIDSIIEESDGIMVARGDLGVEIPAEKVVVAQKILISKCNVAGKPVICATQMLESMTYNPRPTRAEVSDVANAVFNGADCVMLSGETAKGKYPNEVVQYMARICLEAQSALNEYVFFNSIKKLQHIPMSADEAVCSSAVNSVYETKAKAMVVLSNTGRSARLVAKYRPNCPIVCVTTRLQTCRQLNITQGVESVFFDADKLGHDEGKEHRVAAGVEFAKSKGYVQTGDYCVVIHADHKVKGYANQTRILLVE
#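 Kinase-Glo luminescence read after 1 h RT reaction of 0.1 nM LmPK with 0.5 mM PEP and 0.1 mM ADP. Activity scaled between uninhibited and enzyme-free controls.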
# Pf growth 96h = P. falciparum growth inhibition at 96 hour, primary screen for plastid delayed-death inhibitors; Potency, µM (titrated, usually from 28.7 µM), for the others: at the highest dose activity change, negative = inhibition, hits mostly inhibitors; 6.9% of 320,000 active; P. falciparum luciferase reporter growth, 96 h
#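 P. falciparum expressing integrated firefly luciferase, in erythrocytes at 2% hematocrit, 0.05% parasitemia, incubated with compounds 96 h at 37 C, 5% CO2. Growth inhibition read as loss of luminescence; two-generation exposure targets delayed-death apicoplast inhibitors.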
# The depositor's hits bear a star; ? = inconclusive; · = no result given; & = joins results of further samples; [ ] = another dose, or the depositor's remark. Calls follow the shape of the dose curve; as a rule, active = well fitted curve in the direction sought with a large enough effect; inconclusive = small, poorly fitted or top-dose-only effect, or another doubt; inactive = no such curve, though single readings can be large; an effect the other way counts as inactive or inconclusive. % is scaled to controls: 0 for no effect and ±100 for the full control effect; potency is read from the fitted curve at half-maximal effect.
(1) Cc1ccccc1NC1=C/C(=N\S(=O)(=O)c2cccs2)c2ccccc2C1=O
(2) CSc1ncccc1C(=O)N1CCCC(C(=O)c2cc(F)ccc2F)C1 (centres undefined)
(3) COc1cccc(NC(=O)COC(=O)/C=C/c2ccco2)c1
(4) C/C(=N/NC(=O)c1cccs1)c1cccs1
(5) c1ccc(COc2ccccc2CNC23CC4CC(CC(C4)C2)C3)cc1
(6) COc1ccc(N2CCN(C(=O)CN3C(=O)NC4(CCCCCC4)C3=O)CC2)cc1
(7) CN(CC(=O)Nc1ccccc1Cl)C1CCS(=O)(=O)C1 (centres undefined)
(8) CCC(CC)C(=O)N1CC(=O)Nc2ccc(F)cc2C1c1ccccc1 (centres undefined)
entry no.	1	2	3	4	5	6	7	8
Pf growth 96h	·	9.3µM*	-6%	70%[activator]	?	?	4%	15%
LmPK inhibitor	?	2%	·	-16%	1%	·	·	-5%
Sm TGR block	?	6%	32µM*	3%	9%	1%	4%	10%
TbPYK inhibitor	-13%	5%	-3%	-2%	-4%	11%	-3%	-15%
Pf growth 48h	0.093µM*	-11%	23%	265%[activator]	?	-21%	2%	0%
HCV inh	3.5µM*	-4%	23%	13%	?	14%	13%	-3%

(9) CC(C)C(c1nnnn1Cc1ccccc1)N(CCCO)Cc1cc2cc3c(cc2[nH]c1=O)OCO3 (centres undefined)
(10) Cc1cccnc1Nc1nc(-c2ccc(O)cc2O)cs1
(11) c1ccc(-c2csc(N3CCc4ccccc4C3)n2)cc1
(12) S=C(NCc1ccccc1)NCc1ccccn1
(13) C/C(=N\NC(=O)CC1(C)OCCO1)c1cccs1
(14) O=C(O)COc1ccccc1/C=N/NC(=O)C(O)c1ccccc1 (centres undefined)
(15) COc1ccc(C(=O)N2CCCC(O)C2)cc1OC1CCN(C(C)C)CC1 (centres undefined)
(16) O=C1c2oc3ccc(Br)cc3c(=O)c2C(c2cccnc2)N1Cc1ccco1 (centres undefined)
entry no.	9	10	11	12	13	14	15	16
Pf growth 96h	45%[activator]	14%	42%[activator]	6%	27%	-42%	-19%	-9%[5.75 µM]
LmPK inhibitor	8%	-4%	2%	-2%	-1%	-3%	-6%	1%
Sm TGR block	?	3%	6%	9%	8%	4%	?	-5%[11.4 µM]
TbPYK inhibitor	-6%	-12%	3%	-1%	-9%	5%	-10%	·
Pf growth 48h	7.4µM*	137%[activator]	43%[activator]	16%	10%	5%	2%	·
HCV inh	-11%	-14%	5%	23%	18%	12%	·	·

# 4 entries from above, as tab-separated lines:
cpd	Molecule	Pf growth 96h	LmPK inhibitor	Sm TGR block	TbPYK inhibitor	Pf growth 48h	HCV inh
9	CC(C)C(c1nnnn1Cc1ccccc1)N(CCCO)Cc1cc2cc3c(cc2[nH]c1=O)OCO3 (centres undefined)	45%[activator]	8%	?	-6%	7.4µM*	-11%
10	Cc1cccnc1Nc1nc(-c2ccc(O)cc2O)cs1	14%	-4%	3%	-12%	137%[activator]	-14%
11	c1ccc(-c2csc(N3CCc4ccccc4C3)n2)cc1	42%[activator]	2%	6%	3%	43%[activator]	5%
12	S=C(NCc1ccccc1)NCc1ccccn1	6%	-2%	9%	-1%	16%	23%

# New compounds follow
(17) CC(NC(=O)Nc1ccc(Cl)cc1)c1ccc2c(c1)OCO2 (centres undefined)
(18) CN1CCCN=C1/C=C/c1cccs1
(19) CCCC(=O)Nc1ccccc1NC(=O)c1cc(OC)c(OC)c(OC)c1
(20) O=c1c2ccccc2c(/C=N/c2nnc(Cc3ccccc3)s2)c(O)n1-c1ccc(Cl)cn1
(21) N#C/C(=C(/O)Cc1cccc2ccccc12)c1nc2ccccc2s1
(22) Cn1c(=O)c2c(ncn2CC(COCc2ccc(Cl)cc2)OCc2ccc(Cl)cc2)n(C)c1=O (centres undefined)
(23) CC1=NNC(=O)C1C(c1cccc(O)c1)C(C#N)C#N (centres undefined)
(24) Cc1cc(C(=O)OCC(=O)NC(C)C)c(C)o1
entry no.	17	18	19	20	21	22	23	24
Pf growth 96h	180%[activator]	-17%	-11%	22%	·	·	?	-18%
LmPK inhibitor	3%	-1%	6%	6%	4%	3%	-14%	0%
Sm TGR block	3%	-23%	9%	-28%	-8%	2%	2%	-24%
TbPYK inhibitor	2%	2%	-5%	-9%	2%	3%	-4%	-1%
Pf growth 48h	-21%	15%	·	-1%	2%	?	2%	·
HCV inh	-6%	·	0%	-9%	14%	?	10%	8%

(25) Cc1ccc2oc(C(=O)NCc3ccccc3)cc(=O)c2c1
(26) O=C(OCC(=O)N1CCc2ccccc21)c1c2c(nc3ccccc13)CCCC2
(27) O=C(O)c1ccccc1CSc1nc2ccccc2n1Cc1ccccc1C(=O)O
(28) CC(=O)NN1C(=O)/C(=C/c2ccc(C(C)C)cc2)SC1=S
(29) COC1CCN(C(=O)CC2C(=O)NCCN2CC(C)(C)C)CC1 (centres undefined)
(30) CCOC(=O)Cc1csc(NC(=O)C(CC(C)C)NC(=O)C2CCCCC2)n1 (centres undefined)
(31) CCC(=O)N(CCC(c1ccco1)c1ccccc1OC)Cc1cccs1 (centres undefined)
(32) CC1=C(C)/C(=N\OS(=O)(=O)c2ccc(C)cc2)C=CC1=O
entry no.	25	26	27	28	29	30	31	32
Pf growth 96h	4%	?	-9%	46%[activator]	?	?	10µM*	-1%
LmPK inhibitor	-6%	6%	1%	2%	-5%	-4%	-1%	1%
Sm TGR block	13%	-6%	4%	-16%	?	-7%	18µM*	7.9µM*
TbPYK inhibitor	-5%	-8%	-11%	-5%	-11%	-12%	·	-10%
Pf growth 48h	-12%	8.3µM*	24%	11%	7%	?	·	?
HCV inh	-10%	2µM*	6%	-5%	2%	14µM*	?	?

# Six entries from above, with values under each structure.
# Order of results: Pf growth 96h | LmPK inhibitor | Sm TGR block | TbPYK inhibitor | Pf growth 48h | HCV inh
(20) O=c1c2ccccc2c(/C=N/c2nnc(Cc3ccccc3)s2)c(O)n1-c1ccc(Cl)cn1
    22% | 6% | -28% | -9% | -1% | -9%
(21) N#C/C(=C(/O)Cc1cccc2ccccc12)c1nc2ccccc2s1
    · | 4% | -8% | 2% | 2% | 14%
(22) Cn1c(=O)c2c(ncn2CC(COCc2ccc(Cl)cc2)OCc2ccc(Cl)cc2)n(C)c1=O (centres undefined)
    · | 3% | 2% | 3% | ? | ?
(23) CC1=NNC(=O)C1C(c1cccc(O)c1)C(C#N)C#N (centres undefined)
    ? | -14% | 2% | -4% | 2% | 10%
(24) Cc1cc(C(=O)OCC(=O)NC(C)C)c(C)o1
    -18% | 0% | -24% | -1% | · | 8%
(25) Cc1ccc2oc(C(=O)NCc3ccccc3)cc(=O)c2c1
    4% | -6% | 13% | -5% | -12% | -10%

# The list continues.
(33) COc1ccc(CCNC(=O)c2cc(S(=O)(=O)N3CCC4(CC3)OCCO4)ccc2F)cc1OC
(34) O=C(Oc1nsnc1N1CCCCC1)N1CCOCC1
(35) Fc1ccc(CNc2ncnc3c2cnn3-c2ccccc2)cc1
(36) O=C(c1cc(-c2ccc(Cl)cc2Cl)on1)N1CCCCCC1
(37) NC(=O)CN1CC(c2ccccc2)CC1=O (centres undefined)
(38) Cc1ccc(NC(=O)Cc2nnc(SCC(=O)Nc3ccc(N4CCOCC4)cc3)n2C)cc1
(39) CCCCCCCCCCCCCCCCOCCOCCOCCOCCOCCOCCOCCOCCOCCOCCOCCOCCOCCOCCOCCOCCOCCOCCOCCOCCO
(40) CCOc1ccc(-n2cc(C(=O)Nc3cccc(OC)c3)c3cc(OC)c(OC)cc3c2=O)cc1
entry no.	33	34	35	36	37	38	39	40
Pf growth 96h	?	7%	20%	55%[activator]	-8%	-1%	6.7µM*	-25%
LmPK inhibitor	9%	-2%	9%	-2%	3%	0%	·	1%
Sm TGR block	-11%	-8%	3%	4%	10%	-24%	·	-21%
TbPYK inhibitor	1%	-1%	-6%	0%	4%	0%	3%	3%
Pf growth 48h	-13%	0%	-5%	123%[activator]	5%	15%	13µM*	?
HCV inh	11µM*	5%&27%	?	6%	-6%	-7%	·	-24%

(41) O=C(/C=C/c1ccccc1)NC(=S)Nc1ccccc1C(=O)NC1CCCCC1
(42) Cc1oc(C(C)(C)C)cc1C(=O)NC(Cc1ccccc1)C(=O)O (centres undefined)
(43) C=CCn1c(-c2cccc(S(=O)(=O)N3CCOCC3)c2)n[nH]c1=S
(44) O=S(=O)(c1ccccc1)c1cnn(-c2ccccc2)c1-c1ccc(Cl)cc1
(45) COc1ccc2cc3cc(C(=O)NCC4COc5ccccc5O4)oc3nc2c1 (centres undefined)
(46) CCn1nc(C)cc1C(=O)NC1CC(C)(C)Cc2c1cnn2-c1cccc(F)c1 (centres undefined)
(47) CC(=O)N1CCC(C(=O)Nc2nc(-c3ccccc3)ns2)CC1
(48) CCc1ccc(NC(=S)N(CCCN2CCOCC2)Cc2ccco2)cc1
entry no.	41	42	43	44	45	46	47	48
Pf growth 96h	0%	?	0%	2.9µM*	-2%	-30%	?	?
LmPK inhibitor	4%	4%	·	6%	6%	0%	0%	3%
Sm TGR block	6%	0%	0%	13%	0%	6%	0%	16%
TbPYK inhibitor	4%	1%	?	6%	1%	-11%	-5%	5%
Pf growth 48h	-20%	19%	?	12µM*	?	-15%	14%	-17%
HCV inh	?	13%	19%	?	?	-16%	9%	3%

(49) CCOc1ccc(NC(=O)C2CCCN(C(=O)NCc3ccccc3)C2)cc1 (centres undefined)
(50) CCn1cc(Cl)c(C(=O)Nc2ccc3c(c2)OCCO3)n1
(51) O=C(Cc1ccccc1)NC1CCN(C(=O)c2ccc([N+](=O)[O-])cc2)CC1
(52) Cc1ccc(C)c(NC(=O)CCN2C(=O)C3CC=CCC3C2=O)c1 (centres undefined)
(53) O=C(Nc1ccc(-c2cn3ccsc3n2)cc1)C1COc2ccccc2O1 (centres undefined)
(54) COc1ccccc1NS(=O)(=O)c1ccc(-c2cc(C)no2)s1
(55) CN1C(=O)c2ccc(N(C)C)cc2C1=O
(56) Cc1csc(=O)n1CC(=O)OCc1nnc(-c2ccc([N+](=O)[O-])cc2)o1
(57) C=CCSc1nnc(-c2c[nH]c3ccccc23)n1CC
entry no.	49	50	51	52	53	54	55	56	57
Pf growth 96h	27%	14%	-3%	-24%	?	-4%	40%	33%	?
LmPK inhibitor	4%	?	5%	·	-3%	5%	2%	·	0%
Sm TGR block	-6%	-4%	-1%	5%	7%	-5%	-22%	2%	2%
TbPYK inhibitor	-15%	-8%	-23%	-3%	-7%	-6%	-9%	-4%	-4%
Pf growth 48h	14%	246%[activator]	-5%	-17%	-7%	30%	18%	3%	·
HCV inh	?	-14%	6%	?	14µM*	-6%	-6%	13%	-16%
